Bioassay records: PubChem BioAssay, The Scripps Research Institute Molecular Screening Center
LYPLA1 inh: blocks human lysophospholipase 1, a PME1 counter-screen. 320,000 compounds, 0.16% hits. AID 2174. inhibition, % at 5.9 µM. O75608. recombinant LYPLA1, FP-Rh probe fluorescence polarization;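 active = inhibition above the mean of all tested compounds plus 3 SD, set per campaign, cut at about 14% in these data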;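 also: inhibitors block serine hydrolase probe labeling of LYPLA1 so polarization falls; 0% = enzyme with DMSO and 100% = wells lacking LYPLA1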
Target sequence (O75608 whole entry, looked up): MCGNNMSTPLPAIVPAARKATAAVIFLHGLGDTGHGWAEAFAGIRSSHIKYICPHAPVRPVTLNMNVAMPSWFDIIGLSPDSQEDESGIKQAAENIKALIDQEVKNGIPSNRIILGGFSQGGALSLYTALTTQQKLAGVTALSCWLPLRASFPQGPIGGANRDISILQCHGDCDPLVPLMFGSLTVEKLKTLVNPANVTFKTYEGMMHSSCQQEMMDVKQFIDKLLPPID
PAFAH2 FP inh: PAFAH2 (human) inhibition. Q99487. recombinant PAFAH2, FP-rhodamine activity probe, fluorescence polarization. inhibition, % at 3.39 µM. 340,000 compounds, 0.99% hits. AID 492956;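 active = inhibition above the mean over all tested compounds plus 3 SD, cut at about 30% in these data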;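 also: inhibitors block probe labeling of enzyme so polarization drops; 0% = enzyme with DMSO and 100% = wells lacking PAFAH2 protein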
PREPL inhibitor: inhibitors of human prolyl oligopeptidase-like enzyme PREPL. Q4J6C6. inhibition, % at 5.96 µM. 320,000 compounds, 0.68% hits. AID 2751. recombinant PREPL, fluorescence polarization activity-based probe; in the data active = inhibition above about 43%;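 also: 0% = enzyme with DMSO and 100% = wells lacking enzyme; many of its hits are not listed in these tables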
PAFAH1B3 inh: blocks human PAF acetylhydrolase 1B catalytic subunit 3; 340,000 compounds, 0.28% hits; recombinant PAFAH1B3, FP-rhodamine probe, fluorescence polarization; inhibition, % at 3.39 µM; AID 492972;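 active = inhibition above the screen-wide average of all tested compounds plus 3 SD, cut at about 25% in these data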;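 also: 0% = enzyme with DMSO only and 100% = wells lacking PAFAH1B3 protein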
Target sequence (Q15102 whole entry, looked up): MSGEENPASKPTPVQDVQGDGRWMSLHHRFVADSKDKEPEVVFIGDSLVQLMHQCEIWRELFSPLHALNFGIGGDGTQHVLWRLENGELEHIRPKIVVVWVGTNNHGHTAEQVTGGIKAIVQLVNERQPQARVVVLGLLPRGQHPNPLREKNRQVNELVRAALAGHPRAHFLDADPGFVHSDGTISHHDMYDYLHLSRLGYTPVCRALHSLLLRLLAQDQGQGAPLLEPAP
pPAFAH FP inh: pPAFAH (human) enzyme inhibition; Q13093; inhibition, % at 3.39 µM; 330,000 compounds, 1.5% hits; recombinant pPAFAH, FP-rhodamine probe fluorescence polarization;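 active = inhibition above the mean inhibition across the screen plus 3 SD, cut at about 25% in these data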;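 also: inhibitors block binding of the rhodamine activity-based probe so polarization drops; 0% = enzyme with DMSO and 100% = wells lacking pPAFAH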
ZTA counter: blocks Epstein-Barr virus ZTA, an EBNA-1 counter-screen; P03206; inhibition, % at 11 µM; 320,000 compounds, 0.15% hits; ZTA-DNA binding, fluorescence polarization; AID 2234; in the data active = inhibition above about 33%
EBNA-1 inhibitor: blocks EBNA-1 binding to DNA | EBNA-1 DNA binding, fluorescence polarization | inhibition, % at 14.8 µM | 300,000 compounds, 0.34% hits; in the data active = inhibition above about 28%
PAFAH1B2 inh: blocks human PAF acetylhydrolase 1b catalytic subunit 2 | P68402 | inhibition, % at 3.39 µM | recombinant PAFAH1B2, FP-rhodamine activity probe, fluorescence polarization | 340,000 compounds, 1.2% hits | AID 492953;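 active = inhibition above the mean of all tested compounds plus 3 SD, cut at about 24% in these data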;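 also: 0% = enzyme with DMSO and 100% = wells lacking PAFAH1B2; many of its hits are not listed in these tables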
Target sequence (P68402 whole entry, looked up): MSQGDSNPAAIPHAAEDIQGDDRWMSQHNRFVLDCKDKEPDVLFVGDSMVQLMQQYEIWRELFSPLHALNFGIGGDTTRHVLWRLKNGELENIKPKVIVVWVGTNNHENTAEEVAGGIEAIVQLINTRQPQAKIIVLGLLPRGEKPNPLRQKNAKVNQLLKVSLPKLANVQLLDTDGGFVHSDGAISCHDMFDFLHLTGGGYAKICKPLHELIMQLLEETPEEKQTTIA
LYPLA2 inh: blocks human lysophospholipase 2, a PME1 counter-screen; O95372; recombinant LYPLA2, FP-Rh probe fluorescence polarization; inhibition, % at 5.9 µM; 320,000 compounds, 0.38% hits; AID 2177;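 active = inhibition above the screen-wide mean plus 3 SD, limit set per campaign, cut at about 26% in these data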;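 also: 0% = LYPLA2 with DMSO and 100% = wells lacking LYPLA2 enzyme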
Target sequence (O95372 whole entry, looked up): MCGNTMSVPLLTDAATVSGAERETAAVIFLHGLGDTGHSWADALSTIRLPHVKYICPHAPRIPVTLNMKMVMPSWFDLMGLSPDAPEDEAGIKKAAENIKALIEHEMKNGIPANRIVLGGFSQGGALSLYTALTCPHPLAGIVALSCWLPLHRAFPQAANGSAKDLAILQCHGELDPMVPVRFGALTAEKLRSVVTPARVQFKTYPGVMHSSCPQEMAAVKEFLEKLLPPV
Numbers without * were called inactive; i = inactive; · = no result given.

Values run as follows: LYPLA1 inh	PAFAH2 FP inh	PREPL inhibitor	PAFAH1B3 inh	pPAFAH FP inh	ZTA counter	EBNA-1 inhibitor	PAFAH1B2 inh	LYPLA2 inh
COc1ccc(C(=O)NC2CCCc3c2cnn3-c2ccc(C)c(C)c2)c(OC)c1OC (centres undefined)
    2	-7	-7	-2	0	-10	-11	2	-1
COc1ccc(-c2coc3c(CN4CCCCC4)c(O)c(CN4CCCCC4)c(O)c3c2=O)cc1
    1	·	30	·	8	73*	-4	·	-8
CC(=O)N1CCN(Cc2nc3cc(NC(=O)COc4cccc(C)c4)ccc3n2C)CC1
    0	-10	18	6	0	-9	6	3	2
COc1ccc(C(=O)n2nc(C)c(Br)c2C)cc1
    -5	31*	-2	4	5	-29	-13	4	7
CCc1cccc(CC)c1C(OC(C)=O)c1cccnc1 (centres undefined)
    -1	6	-2	9	4	3	7	1	1
O=C(COc1cccc2c1CCN(Cc1ccc(Cl)cc1)C2=O)N1CCOCC1
    2	-3	15	3	1	7	-6	0	2
Oc1ccccc1CN1CCCC(N2CCc3ccccc3C2)C1 (centres undefined)
    0	4	-39	5	2	13	-4	4	2
COc1cccc(/C=C/C(=O)OCC(=O)Nc2ccc(Cl)cn2)c1
    -4	32*	16	-4	2	16	-5	5	-12
COC(=O)/C=C/c1cccc([C@H]2[C@@H]3C=CC[C@@H](C)[C@@H]3C(=O)N2Cc2ccccc2)c1
    ·	1	·	9	7	·	·	2	·
CN1CCN(C(=O)C23CCC(C)(c4nc5ccccc5nc42)C3(C)C)CC1 (centres undefined)
    -1	4	2	0	3	13	10	5	-3
O=C(COC(=O)c1cccnc1)Nc1cccc(Cl)c1
    -1	-5	1	10	1	-1	-16	-1	4
CCN(CC)c1nc2ccccc2nc1C(C#N)C(=O)NCCc1ccccc1 (centres undefined)
    -3	3	5	-3	0	4	8	2	6
O=C(COc1ccccc1)NC(NC(=S)Nc1ccccc1C(=O)O)C(Cl)(Cl)Cl (centres undefined)
    -1	12	-1	7	1	-4	17	-10	2
Cc1nnc(SCC(=O)N(CC(C)C)C2CCS(=O)(=O)C2)n1N (centres undefined)
    -2	6	7	2	3	17	·	4	1
O=C(Nc1ccccc1F)c1cc(S(=O)(=O)N2CCOCC2)cs1
    -1	-1	2	-2	1	17	6	-2	-2

Values run as follows: LYPLA1 inh	PAFAH2 FP inh	PREPL inhibitor	PAFAH1B3 inh	pPAFAH FP inh	ZTA counter	EBNA-1 inhibitor	PAFAH1B2 inh	LYPLA2 inh
CC1CCN(C(=O)Cn2cc(C#N)c3ccccc32)CC1
    4	-5	-4	14	2	8	-14	1	3
COc1ccc2c(c1)CC/C2=N\OC(=O)c1ccccc1C
    -2	1	-5	2	6	13	3	17	-1
Cc1ccsc1C(=O)N1CCN(c2ccccn2)CC1
    4	3	23	4	0	7	2	-1	2
O=C(Cn1c(SCc2ccccc2)nc2ccccc21)N1CCOCC1
    -1	-1	36	2	5	15	9	7	-3
COCCN1CC(CNC(=O)c2cc(COc3ccc(C)c(C)c3)on2)CC1=O (centres undefined)
    1	6	5	0	11	-3	-26	6	-1
C(=N/Nc1nc(-c2ccccc2)cc(-c2ccccc2)n1)/c1cccnc1
    -10	1	2	8	-6	-20	-2	-2	-3
CC(Oc1cc2oc(=O)c3c(c2cc1Cl)CCC3)C(=O)NCc1ccncc1 (centres undefined)
    1	-6	19	-1	-1	2	-18	-3	4
CCOC(=O)CCC(=O)N1CCOCCOCCOCC1
    2	3	8	5	3	2	-1	-1	7
CCCN1CCC(NC(=O)CCc2nnc(Cc3cc(OC)ccc3OC)o2)CC1
    -3	4	9	4	-4	5	-13	6	0
CC(=O)c1c(C)nc2cc(Cl)ccc2c1N
    2	8	-3	11	2	-4	3	10	2
CC1SC2(NC1=O)C1CC3CC(C1)CC2C3 (centres undefined)
    1	1	4	0	1	10	-2	28*	3
O=C(CS(=O)c1ccc(F)cc1)N1CCOCC1 (centres undefined)
    0	6	12	11	-1	-10	-7	2	-3
Cc1nn2cnc3sc4c(c3c2nc1=O)CCCC4
    -3	-1	14	3	-3	14	-5	6	-6
CC(C)C[C@H](NC(=O)NCCC1=CCCCC1)C(=O)O
    5	3	9	8	4	-12	-3	13	7
CCN(CC)CCCN1C(=O)C(=O)/C(=C(/O)c2ccc3c(c2)OCCO3)C1c1ccco1 (centres undefined)
    -2	5	5	5	3	-5	-9	7	10

Values run as follows: LYPLA1 inh	PAFAH2 FP inh	PREPL inhibitor	PAFAH1B3 inh	pPAFAH FP inh	ZTA counter	EBNA-1 inhibitor	PAFAH1B2 inh	LYPLA2 inh
CN1CCN(S(=O)(=O)c2ccc(NC(=O)c3cccc(F)c3)cc2)CC1
    -2	-3	1	8	-2	0	-5	8	-4
CCC1Oc2ccccc2N(CC(=O)NCCN2CCCC2)C1=O (centres undefined)
    2	4	12	8	2	4	5	-1	5
CCCCOc1ccc(C(=O)Nc2cc(C)c(OCC(=O)N3CCOCC3)c(C)c2)cc1
    0	-3	10	2	-1	-3	-11	0	-2
CCn1cc(C(=O)NCc2ccc3c(c2)OCO3)c(=O)c2cc(S(=O)(=O)N(C)C)ccc21
    -2	4	-1	-5	-1	-6	11	3	-3
Cc1ccc(C)c(NC(=S)N(C)C)c1
    2	5	13	6	4	-9	6	6	-1
O=S(=O)(NCC1COc2ccccc2O1)c1ccccc1F (centres undefined)
    ·	10	-12	2	3	·	·	6	·
COc1cccc(OC)c1OC(=O)/C=C/c1ccc(C)o1
    3	-9	-1	2	3	9	-4	6	0
CC1(c2cccc(Br)c2)NC(=O)N(CC(=O)NCC2CCCO2)C1=O (centres undefined)
    0	-6	4	10	1	-9	·	2	-1
CN(C)S(=O)(=O)N(CC(=O)Nc1ccc2ccccc2c1)c1ccccc1
    -3	-1	-43	-2	5	-8	-5	5	0
CCC1CCCCN1CCCNC(=O)CCNC(=O)Cn1cnc2ccccc2c1=O (centres undefined)
    -4	-3	-2	3	5	11	-2	2	-4
CCOC(=O)CN1C(=O)C(CC)Oc2ccc(Cl)cc21 (centres undefined)
    4	0	11	2	2	6	4	3	6
O=C(Nc1ccccc1C(=O)N1CCN(c2cccc(Cl)c2)CC1)C1=CSCCO1
    -3	-6	39	-3	-2	-21	-15	2	-3
O=C(O)Cc1sc(N/N=C\c2ccncc2)nc1-c1ccccc1
    -6	4	16	1	25*	6	3	-1	-4
COc1ccc(CCNC(=O)CSc2nc(O)cc(=O)[nH]2)cc1OC
    -2	-1	-9	6	4	-12	-1	1	0
O=C(O)c1ccccc1-c1c2cc(I)c(=O)c(I)c-2oc2c(I)c(O)c(I)cc12
    -155	-299	i	-447	-193	32	12	-274	-321

Values run as follows: LYPLA1 inh	PAFAH2 FP inh	PREPL inhibitor	PAFAH1B3 inh	pPAFAH FP inh	ZTA counter	EBNA-1 inhibitor	PAFAH1B2 inh	LYPLA2 inh
Cc1nc2cc(NCc3ccccc3O)ccc2n1Cc1ccccc1
    -1	14	14	12	10	-12	-12	4	1
CCCCC(=O)Nc1cccc(-c2nn3c(C)nnc3s2)c1
    -1	2	3	3	-2	-1	-2	4	4
O=c1ccc(Br)c[nH]1
    1	-10	-4	14	3	6	3	2	8
COc1ccc(NC(C)=O)cc1S(=O)(=O)N1CCN(C/C=C/c2ccccc2)CC1
    2	-5	-1	-1	3	-21	-10	4	5
CCC(CO)NCCNC(CC)CO (centres undefined)
    -3	3	7	1	-1	3	3	-6	-2
Cc1cc(C)c2cccc(NC(=S)NC(=O)c3ccccc3)c2n1
    -10	-16	9	1	4	2	34*	-6	-21
O=C(O)C(c1ccccc1)N1C(=O)/C(=C\c2ccc(O)c(O)c2)SC1=S (centres undefined)
    -61	-11	-27	0	30*	0	-1	-80	-117
COc1ccc2c(C#N)c3ccccn3c2c1
    5	11	9	2	12	12	3	6	9
COc1ccc(-c2sc(C(=O)c3ccc(Cl)cc3Cl)cc2CC(=O)O)cc1
    0	4	12	4	18	14	19	3	1
Cc1ccc(CSc2nncn2-c2ccccn2)cc1
    0	6	9	4	3	-8	-7	4	-2
CCc1ccc(NC(=O)c2cc3c(C)nc4ccccc4c3o2)cc1
    -22	-35	-11	-23	-9	-5	4	-15	-25
CC1(c2ccc(Cl)cc2)NC(=O)N(CC(=O)Nc2ccc(F)cc2)C1=O (centres undefined)
    -2	-5	-3	-1	4	-3	-1	10	-1
COc1ccc(OC)c(S(=O)(=O)N2C(C)CCCC2C)c1 (centres undefined)
    2	2	11	8	1	-3	-6	9	-6
CCC1CCCCN1S(=O)(=O)c1ccc(NC(=O)c2ccncc2)cc1 (centres undefined)
    -8	7	3	0	-15	-1	-7	7	0
CCC(COC(=O)Nc1ccccc1)NC(=O)OC(C)C (centres undefined)
    -1	-15	12	0	2	-7	-10	5	-2

Values run as follows: LYPLA1 inh	PAFAH2 FP inh	PREPL inhibitor	PAFAH1B3 inh	pPAFAH FP inh	ZTA counter	EBNA-1 inhibitor	PAFAH1B2 inh	LYPLA2 inh
CC1(C)CC(C)(c2ccc(O)cc2O)N(c2cccc(Cl)c2)C(=S)N1 (centres undefined)
    0	-5	-3	17	0	-9	1	11	-4
CC(=O)Nc1c(O)n(C)c2ccccc12
    4	-3	9	1	3	-8	9	2	5
CC(O)CNc1nc2c(c(=O)n(C)c(=O)n2C)n1Cc1cccc(Br)c1 (centres undefined)
    -4	6	11	0	-4	4	-16	5	-7
N#CC1(CCCN2CCCCC2)c2ccccc2CCc2ccccc21
    1	1	-18	3	9	3	-1	3	0
Cc1ccsc1/C=N/NC(=O)C(O)c1ccccc1 (centres undefined)
    -1	7	-5	11	2	-15	-2	-1	2
CCN1C(=O)c2cccc3c(NC(=O)c4ccc(S(=O)(=O)N(C)C)cc4)ccc1c23
    2	-4	-6	2	5	-14	-4	-2	6
Cc1ccc2cc(CN(Cc3ccco3)C(=O)c3ccco3)c3nnnn3c2c1
    2	5	-12	0	3	-6	0	2	-1
O=C(CN1C(=O)NC2(CCCCCC2)C1=O)c1cccs1
    -3	8	1	8	7	5	·	-1	-1

The list is partial, so the mix of outcomes need not match the whole.
